# GLP1R cytotox: qHTS of GLP-1 Receptor Inverse Agonists: Cytotox Screen. HEK293 cAMP-luciferase reporter cells, luminescence, 24 h. Potency, µM (doses to about 38.3 µM), without a hit: at the top dose activity change, negative = inhibition, actives largely listed as inhibitors. actives 0.13% (n = 410,000). AID 624418, 2012;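 further: loss of luciferase light is scored as toxicity; potency means the concentration at half of the fitted maximal effect; on the % scale 0 is the no-effect control and ±100 the full control effect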
#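 MLSMR compounds, 24 hr on cells at 37 deg C/5% CO2; luminescence after luciferase reagent (12 min RT). Inhibition counted as the undesired cytotoxic outcome.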
# SW480 rereplic: A quantitative high throughput screen for small molecules that induce DNA re-replication in SW480 colon adenocarcinoma cells | SW480 DNA re-replication, Hoechst DNA content imaging, 48 h | Potency, µM (titrated, usually from 46.1 µM), for inactives: top-dose re-replication activation, usual class: activators | actives 1.8% (n = 340,000); further: potency means the concentration at half of the fitted maximal effect; % of control where 0% means no effect; nearly all actives have a fitted effect of over 55% in size
#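 Per well, 250 cells were exposed to pinned compound for 48 hr. Nuclear DNA was visualised with Hoechst (40 min, 37 C) and total object intensity recorded by fluorescence scanning.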
# HT1080 IDH1KD tx: qHTS for induction of synthetic lethality in tumor cells producing 2HG: qHTS for the HT-1080-IDH1KD cell line; HT-1080 IDH1 knockdown viability, ATP luminescence, 48 h; Potency, µM (highest dose often 46.1 µM), inactives show at the top dose activity, negative = toxicity, most hits filed as cytotoxic; actives 2% (n = 360,000); AID 686971, 2013;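 further: potency means the concentration at half of the fitted maximal effect; 0% = DMSO wells and -100% = cell-free medium wells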
#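 CellTiter-Glo luminescence after 48 h compound exposure at 37 degrees C of IDH1-knockdown HT-1080 cells in 5% FBS RPMI. %Activity scaled between DMSO wells and cell-free media wells, with curves fitted and assigned curve classes.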
# DRD3 agonist: qHTS of D3 Dopamine Receptor Agonist: qHTS; AID 652048, 2013; max activation, %; actives 0.58% (n = 410,000); D(3) dopamine receptor (Homo sapiens), P35462; D3R DiscoveRx beta-arrestin cells, luminescence, 90 min; in the data active means max activation above about 30%; further: 0% is about no effect; mostly tested at two doses, the higher about 12 µM
# Target sequence (P35462 whole entry, looked up): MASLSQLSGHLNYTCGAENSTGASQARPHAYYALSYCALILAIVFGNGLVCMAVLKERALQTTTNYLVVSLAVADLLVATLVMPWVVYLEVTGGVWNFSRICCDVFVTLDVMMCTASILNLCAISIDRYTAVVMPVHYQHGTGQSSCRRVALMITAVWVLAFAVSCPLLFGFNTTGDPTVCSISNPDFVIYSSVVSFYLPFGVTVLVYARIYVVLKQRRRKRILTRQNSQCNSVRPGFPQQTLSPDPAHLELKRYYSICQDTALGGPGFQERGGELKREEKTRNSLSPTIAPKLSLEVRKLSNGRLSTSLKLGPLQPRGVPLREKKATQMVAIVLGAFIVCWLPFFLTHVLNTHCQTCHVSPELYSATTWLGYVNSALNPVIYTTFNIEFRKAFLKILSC
#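 Agonist mode: compounds and dopamine controls were applied to plated cells for 90 min at 37 degrees C after an overnight attachment at 1500 cells/well. Luminescent read-out followed 30 - 60 minutes at room temperature with DiscoveRx detection reagent.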
# KB-V1 MDR tox: qHTS assay for MDR1-selective chemotherapeutics: Primary screen using the drug-selected MDR subline cells KB-V1; KB-V1 MDR cells viability, CellTiter-Glo, 72 h; Potency, µM (titrated, usually from 46.1 µM), inactives show at the highest dose activity change, negative = cytotoxicity, hits mostly cytotoxic; actives 3.4% (n = 400,000); AID 1347076, 2019; further: potency means the concentration at half of the fitted maximal effect; on the % scale 0 is the no-effect control and ±100 the full control effect; nearly all actives have a fitted effect of over 60% in size
#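 Readout: CellTiter-Glo luminescence, 10 min after addition. Cells: KB-V1 MDR subline, 72 h at 37 degrees C with compound. Analysis: corrected, normalized data fitted to concentration-effect curves.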
# HT1080NT lethal: qHTS for induction of synthetic lethality in tumor cells producing 2HG: qHTS for the HT-1080-NT fibrosarcoma cell line; actives 1.6% (n = 360,000); HT-1080-NT fibrosarcoma viability, CellTiter-Glo ATP luminescence, 48 h; Potency, µM (series often up to 46.1 µM), for inactives: at the top dose activity, negative = less viability, hits mostly cytotoxic;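 further: NT is the 2HG producing partner of a matched IDH1 knockdown line; potency means the concentration at half of the fitted maximal effect; 0% = DMSO-treated cells and -100% = media-only wells without cells; nearly all actives have a fitted effect of over 55% in size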
#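 Luminescent CellTiter-Glo readout after 48 hours of compound exposure at 37 degrees C defined viability of HT-1080-NT cells. Activity was normalized to DMSO wells and cell-free media wells; concentration-response curves were fitted and assigned curve classes.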
# IL1B secr inh: qHTS for Inhibitors of Inflammasome Signaling: IL-1-beta AlphaLISA Primary Screen; THP-1 LPS/ATP IL-1B secretion, AlphaLISA, 16 h; active compounds read low; activity change, % at 57.5 µM; actives 4.7% (n = 360,000); AID 743279, 2014; in the data active means activity change below about -50%; inconclusive means mostly about -30% to -49%; further: on the % scale 0 is the no-effect control and ±100 the full control effect
#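 THP-1 cells pretreated 1 hr with compounds (up to 57.5 uM final), then stimulated with LPS (250 ng/mL final) plus ATP (1.25 mM final); secreted IL-1B measured by AlphaLISA after 16 hr, decreased signal indicating inhibition.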
# MCF10A rerep: A quantitative high throughput screen for small molecules that induce DNA re-replication in MCF 10a normal breast cells | MCF 10A DNA re-replication, Hoechst nuclear intensity, 48 h | Potency, µM (doses to about 46.1 µM), inactives show at the top dose activity, positive = re-replication, hits mostly activators | actives 2.9% (n = 350,000) | AID 624296, 2012; further: potency means the concentration at half of the fitted maximal effect; % of control where 0% means no effect; nearly all actives have a fitted effect of over 50% in size
# KB-3-1 tox: qHTS assay for MDR1-selective chemotherapeutics: Primary screen using the parental adenocarcinoma cell KB-3-1. actives 1.4% (n = 400,000). Potency, µM (top dose mostly 46.1 µM), without a hit: at the highest dose activity change, negative = cytotoxic, usual class: cytotoxic. KB-3-1 viability, CellTiter-Glo ATP luminescence, 72 h; further: potency means the concentration at half of the fitted maximal effect; on the % scale 0 is the no-effect control and ±100 the full control effect; nearly all actives have a fitted effect of over 60% in size
#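 Screening of KB-3-1 cells (DMEM, 10% FBS, phenol-red free) ran from lowest to highest compound concentration; after 72 h at 37 °C viability was read luminescently and curves fitted.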
# Starred values were filed as active, the others as inactive; ? = inconclusive; . = no result given; & = joins results of further samples; [ ] = dose if it differs, or a comment. Unless noted, the call rests on the fitted dose curve; in most records, active means well fitted curve in the direction sought with a large enough effect; inconclusive means small, poorly fitted or top-dose-only effect, or another doubt; inactive means no such curve, though single readings can be large; an effect the other way counts as inactive or inconclusive.
# Sequence of screens – HT1080NT lethal	KB-V1 MDR tox	GLP1R cytotox	IL1B secr inh	HT1080 IDH1KD tx	DRD3 agonist	SW480 rereplic	MCF10A rerep	KB-3-1 tox
COC(=O)C1CCN(C(=O)c2cc(=O)[nH]c3ccccc23)CC1
    -9%	20%	4%	9	12%	-12	-5%	-1%	2%
Cc1noc(C)c1COc1ccccc1C(=O)NCCOc1ccccc1
    -2%	?	-4%	7	-11%	-6	10%	2%	3%
COc1ccc(-c2coc3c(C(=O)NCC(C)C)cccc23)c(C)c1
    ?	15µM*	-21%	-22	?	27	.	.	?
Cc1cc(C)c(C(=O)NCC(=O)c2ccccc2)c(C)c1
    18%	0%	-5%	14	15%	-10	-7%	0%	-12%
COc1ccc(-c2oc3ccc(-c4ccc5c(c4)OCO5)cc3c2-c2ccc(OC)nc2)cc1
    3%	?	-1%	-14	12%	2	-8%	-10%	7%
COCCn1nnnc1C(c1ccc(OC)c(OC)c1)N1CCc2ccccc21 (configuration not stated)
    17%	-2%	0%	3	2%	-5	2%	4%	-9%
CCOC(=O)/C=C/C(=O)N1CCc2ccccc21
    -19%	-2%	-7%	?	-25%	-5	3%	19%	16%
O=C(NCCCn1ccnc1)C(=O)NCC1OCCN1S(=O)(=O)c1ccc(Cl)cc1 (configuration not stated)
    7%	7%	-36%	2	0%	3	-5%	15%	8%
COc1cc(Nc2nnc(C)s2)c(Cl)cc1Cl
    -17%	-1%	-17%	-3	-17%	0	-2%	-1%	16%
O=S(=O)(c1ccc(Br)cc1)N1CCC2(CC1)OCCO2
    0%	?	-1%	-5	4%	3	-7%	-2%	14%
CN(C)c1ccc(S(=O)(=O)NCC(=O)NCCOc2ccccc2F)cc1[N+](=O)[O-]
    -4%	-11%	-2%	-11	-4%	-16	?	-2%	28%
CN(C)CCNc1oc(-c2ccccc2Cl)nc1S(=O)(=O)c1ccccc1
    -1%[9.24 µM]	-14%	-9%	0	-2%	-15	?	15%	1%
COc1ccc2[nH]c(=O)c(CN(C(=O)c3ccccn3)c3ccccc3)cc2c1
    17%	-13%	2%	-8	6%[9.24 µM]	-1	1%	-4%	-13%
COc1ccc(OC2C(=O)N(Cc3ccc(F)cc3)C2c2cc(OC)c(OC)c(OC)c2)cc1 (configuration not stated)
    -7%	-8%	-3%	-17	-2%	-1	0%	0%	1%
COC(=O)c1ccc(NC(=O)CCN2C(=O)C3C4CCC(C4)C3C2=O)cc1 (configuration not stated)
    -2%	.	-5%	2	-13%	-3	-3%	4%	.
COc1cccc(CC2(CO)CCCN(Cc3ccccc3Cl)C2)c1 (configuration not stated)
    -5%	?	-8%	0	-8%	-17	-10%	4.6µM*	-2%
O=C(O)CCC(=O)N1CCc2cc(S(=O)(=O)N3CCC(Cc4ccccc4)CC3)ccc21
    -16%	?	5%	-17	0%	2	-5%	-3%	4%
Cc1cc(C(=O)COC(=O)CNC(=O)c2ccc(Cl)c(Cl)c2)c(C)n1Cc1ccco1
    22%	-5%	3%	-3	19%	-4	6%	17%	13%
CCCCOC(=O)CCCN1C(=O)/C(=C2\SC(=S)N(CCCC(=O)OCCCC)C2=O)SC1=S
    -1%	23%	-9%	26	7%	5	-9%	0%	3%
CCOC(=O)CSc1nnc(CNC(=O)c2cc(OC)c(OC)c(OC)c2)n1C
    0%	-2%	-9%	22	12%	4	-10%	-9%	1%
Cc1ccsc1/C=N\NC(=O)c1cc(C(C)(C)C)[nH]n1
    -1%	-17%	2%[0.307 µM]	-12	-8%	-16	13%	1%	30%
CCOC(=O)N1CCN(C(c2cccc(OC)c2)c2sc3nc(C)nn3c2O)CC1 (configuration not stated)
    -1%	9%	7%	40	-1%	-6	-3%	3%	5%
CCOc1ccc(OCCC(=O)NNC(=O)c2nn(C)c(=O)c3ccccc23)cc1
    25%	.	-14%	-12	-8%	1	0%	-2%	.
Cc1ccc(NC(=O)CSc2nc(CSc3ccc(C)cc3)cc(=O)[nH]2)cc1
    0%	-18%	-8%	41	0%	2	4%	18%	0%
O=C(CCNC(=O)c1ccc([N+](=O)[O-])cc1)Nc1cc(Cl)ccc1N1CCOCC1
    -7%[9.24 µM]	-12%	7%	-15	0%	-6	-23%	11%	0%
Cc1cccc(C)c1NC(=S)N(CCCN1CCN(C)CC1)Cc1cccs1
    1%	-13%	8%	-4	5%	-3	-4%	6%	4%
OCc1nc2ccccc2n1CCCc1ccccc1
    1%	-3%	-10%	9	6%	-2	.	.	-8%
Cc1ccsc1/C=C/c1ccc2cccc(O)c2n1
    13µM*	13µM*	-26%	-26	11µM*	-80	?	?	?
CCOc1ccc(-n2c(SCc3ccc([N+](=O)[O-])cc3)nnc2-c2ccc(OC)cc2)cc1
    -9%	?	-10%	-26	-17%	-7	10%	?	0%
CCOc1ccc(-c2nnc(NC(=O)C3CCCC3)o2)cc1
    -16%	-18%	-1%	-1	-21%	-6	13%	-11%	1%
CC(=O)/C(=N\Nc1ccccc1)Sc1nnc(-c2ccccc2)n1-c1ccccc1
    4%	?	13%	6	4%	-6	-5%	6%	-2%
CCCCNC(=O)c1nn(-c2ccc(C)cc2)c(=O)c2c1c1ccccc1n2C
    .	2%	8%	.	.	-7	.	.	8%
Oc1ccc2ccccc2c1CNc1ccc(Br)cn1
    8%	-3%	-12%	36	-2%	4	0%	-9%	0%
O=C1CN(C(=O)c2cc3ccccc3oc2=O)C(c2ccccc2)c2cc(F)ccc2N1 (configuration not stated)
    -1%	-7%	-4%	-20	0%	-6	-9%	-5%	-1%
CC1CCN(C(=O)CSCC(=O)Nc2nc(-c3cccs3)cs2)CC1
    -16%	-7%	5%	30	1%	-2	0%	10%	1%
Cc1ccc(SCCNC(=O)CN(c2ccccc2)S(=O)(=O)N(C)C)cc1
    .	-14%	3%	.	.	4	.	.	10%
C=CCN1C(=O)c2ccccc2Sc2ccc(C(=O)N3CCN(C)CC3)cc21
    -1%	9.2µM*	5%	12	8%	2	-4%	-2%	2%
CCn1c(=O)cc(OCC(=O)Nc2cc(C)ccn2)c2ccccc21
    4%	9%	?	17	5%	0	-12%	?	17%
CCOc1ccccc1CNCc1ccc(C(=O)O)cc1
    10%	19%	0%	-4	6%	3	-11%	-10%	-3%
Nc1nc(Sc2ccc(C(F)(F)F)cn2)n[nH]1
    10%	16%	-6%	37	9%	-3	-7%	2%	15%
COc1ccc(CN(CCC(c2ccc(F)cc2)C2CCOC(C)(C)C2)C(=O)c2ccco2)cc1 (configuration not stated)
    ?	?	?	-103*	26µM*	4	5%&6%	23µM*	?
Cc1ccc(C)c(N2CCN(C(=O)CCS(=O)(=O)c3ccc4c(c3)CC(=O)N4C)CC2)c1
    .	6%	0%	.	.	-9	.	.	-11%
COc1nc(OC)nc(Oc2ccc(Cl)cc2[N+](=O)[O-])n1
    7%	6%	-25%	-3	-4%	-5	-5%	2%	-2%
CC(C)c1ccc(N(CC(=O)NC2CCCCC2)C(=O)CCC(=O)Nc2ccccn2)cc1
    -6%	?	8%	12	-12%	-7	-3%	-3%	-16%
CC1CC(C)(C)NC(=S)N1CCC(=O)NCCc1ccc(Cl)cc1 (configuration not stated)
    -8%	?	11%[7.66 µM]	-9	-2%	-9	-2%	-2%	1%
COC(=O)c1c(C)oc(C)c1S(=O)(=O)N(C)C1CCCCC1
    -6%	?	-3%	9	-3%	-6	-4%	7%	10%
CCCCc1ccc(NC(=O)C2CCCC2)cc1
    6%	4%	-7%	-67*	-5%	9	27%	?	-3%
C/C(=N/NS(=O)(=O)c1ccc(C)cc1)c1c(O)c2ccccc2oc1=O
    19%	2%	-1%	12	12%	0	8%	0%	5%
CC(C)(C)NC(=O)c1ccc2c(c1)C(=O)N(Cc1ccco1)C2=O
    -1%	-11%	-3%	-10	-16%	13	22%	38%	-12%
O=C(O)C1=C(OCc2ccccc2)C(=O)NCC1
    -4%	0%	3%	0	-1%	-13	4%	9%	0%
Cc1ccccc1OCC(=O)OCc1cc(=O)n2ccsc2n1
    .	17%	2%	.	.	0	.	.	9%
O=c1oc(-c2ccc(Cl)c(Cl)c2)nn1-c1ccc(C(F)(F)F)cn1
    21%	10%	-7%	-19	21%	-1	5%	-3%	1%
CC1=NN(c2ccccc2)C(c2ccco2)C1 (configuration not stated)
    -2%	-5%	-5%	-3	3%	0	-3%	?	-19%
C[C@H]1COC(=O)[C@H](Cc2ccc(F)cc2)CC/C=C/C[C@@H](CC(=O)N[C@@H](CO)Cc2ccccc2)C(=O)N1
    0%	0%	0%	-1	0%	2	-4%[9.22 µM]	19%	3%
Cc1ccc(C(=O)CSc2ccccn2)cc1
    2%	3%	16%	-12	-1%	-7	1%	-6%	6%
CC1CC(C)CN(C(=O)CSc2n[nH]c(N)n2)C1 (configuration not stated)
    4%	?	1%	-1	-1%	2	-17%	-7%	-1%

# Screening results: PubChem BioAssay, National Center for Advancing Translational Sciences (NCATS)
